# Screening data as filed in PubChem BioAssay.
# PAD4 inh = human PAD4 inhibitors, primary screen, biochemical, fluorescence polarization, 1536-well format; Protein-arginine deiminase type-4 (Homo sapiens), Q9UM07; inhibition, % at 6.36 µM; recombinant PAD4, RCA probe fluorescence polarization; 330,000 compounds, 0.41% hits;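 active means percent inhibition above a cutoff equal to the mean of all tested compounds plus 3 SD, cut at about 15% in these data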;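 further: 0% = PAD4 with RCA probe and DMSO and 100% = probe without PAD4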
# pPAFAH inh = pPAFAH enzyme inhibitors, primary screen, biochemical, fluorescence polarization, human | Platelet-activating factor acetylhydrolase (Homo sapiens), Q13093 | recombinant pPAFAH, FP-rhodamine probe fluorescence polarization | inhibition, % at 3.39 µM | 330,000 compounds, 1.5% hits | AID 463082, 2010;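 active means inhibition above the mean inhibition across the screen plus 3 SD, cut at about 25% in these data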;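 further: inhibitors block binding of the rhodamine activity-based probe so polarization drops; 0% = enzyme with DMSO and 100% = wells lacking pPAFAH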
# PME-1 primary = PME-1 inhibitors via competitive probe labeling, primary screen, biochemical, fluorescence polarization, FP-Rh probe, HTS; Protein phosphatase methylesterase 1 (Homo sapiens), Q9Y570; recombinant PME-1; inhibition, % at 5.9 µM; 320,000 compounds, 0.53% hits; AID 2130, 2009;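 active means inhibition above the campaign mean of all compounds plus 3 SD, cut at about 26% in these data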;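 further: competitive labeling of PME-1 active site by serine hydrolase directed probe; 0% = PME-1 with DMSO and 100% = wells lacking PME-1 enzyme; inhibitors block probe labeling so polarization falls and inhibition rises; many of its hits are not listed in these tables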
# Target sequence (Q9Y570 whole entry, looked up): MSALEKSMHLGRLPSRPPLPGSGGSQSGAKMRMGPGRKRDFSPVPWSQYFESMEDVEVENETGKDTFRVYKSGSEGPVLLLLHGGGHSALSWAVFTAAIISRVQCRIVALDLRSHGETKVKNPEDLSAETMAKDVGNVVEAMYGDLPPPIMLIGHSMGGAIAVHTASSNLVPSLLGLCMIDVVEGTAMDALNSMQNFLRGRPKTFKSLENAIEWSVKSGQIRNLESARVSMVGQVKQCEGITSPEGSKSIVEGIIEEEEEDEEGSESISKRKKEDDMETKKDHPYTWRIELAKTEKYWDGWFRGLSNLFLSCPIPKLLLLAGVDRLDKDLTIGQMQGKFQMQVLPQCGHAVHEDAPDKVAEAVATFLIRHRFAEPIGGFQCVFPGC
# GSTO1 inh = inhibitors of recombinant GSTO1, primary screen, counter-screen for RBBP9 inhibitor project, biochemical, fluorescence polarization. inhibition, % at 5.96 µM. Glutathione S-transferase omega-1 (Homo sapiens), P78417. activity-based probe fluorescence polarization. 300,000 compounds, 1.1% hits;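 active means inhibition above the campaign mean inhibition plus 3 SD, cut at about 35% in these data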;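 further: 0% = GSTO1-1 with DMSO and 100% = wells lacking GSTO1-1 enzyme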
# PAFAH1B2 FP inh = PAFAH1B2 enzyme inhibitors, primary screen, biochemical, fluorescence polarization, human; inhibition, % at 3.39 µM; 340,000 compounds, 1.2% hits; Platelet-activating factor acetylhydrolase IB subunit alpha2 (Homo sapiens), P68402; recombinant PAFAH1B2, FP-rhodamine activity probe;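 active means inhibition above the mean of all tested compounds plus 3 SD, cut at about 24% in these data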;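 further: 0% = enzyme with DMSO and 100% = wells lacking PAFAH1B2; many of its hits are not listed in these tables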
# Target sequence (P68402 whole entry, looked up): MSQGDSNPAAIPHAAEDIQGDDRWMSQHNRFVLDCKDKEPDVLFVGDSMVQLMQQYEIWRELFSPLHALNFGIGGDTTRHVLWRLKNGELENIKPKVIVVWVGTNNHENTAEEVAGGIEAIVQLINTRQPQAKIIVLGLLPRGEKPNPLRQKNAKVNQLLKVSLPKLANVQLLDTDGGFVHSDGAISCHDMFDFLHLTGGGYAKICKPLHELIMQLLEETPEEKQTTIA
# PAFAH2 inh = PAFAH2 enzyme inhibitors, primary screen, biochemical, fluorescence polarization, human | recombinant PAFAH2, FP-rhodamine activity probe | 340,000 compounds, 0.99% hits | inhibition, % at 3.39 µM;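 active means inhibition above the mean over all tested compounds plus 3 SD, cut at about 30% in these data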;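 further: inhibitors block probe labeling of enzyme so polarization drops; 0% = enzyme with DMSO and 100% = wells lacking PAFAH2 protein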
# Fam108B inh = mouse Fam108B serine hydrolase inhibitors, primary screen, counter-screen for RBBP9 inhibitor project, biochemical, fluorescence polarization; recombinant Fam108B, FP-Rh probe fluorescence polarization; 300,000 compounds, 0.33% hits; AID 1947, 2009; inhibition, % at 9.51 µM;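 active means inhibition above the screen mean inhibition plus 3 SD, computed separately per campaign, cut at about 18% in these data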;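 further: inhibitors lower polarization as less probe binds the enzyme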
# PAFAH1B3 FP inh = PAFAH1B3 enzyme inhibitors, primary screen, biochemical, fluorescence polarization, human; inhibition, % at 3.39 µM; recombinant PAFAH1B3, FP-rhodamine probe; 340,000 compounds, 0.28% hits;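 active means inhibition above the screen-wide average of all tested compounds plus 3 SD, cut at about 25% in these data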;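 further: 0% = enzyme with DMSO only and 100% = wells lacking PAFAH1B3 protein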
# Target sequence (Q15102 whole entry, looked up): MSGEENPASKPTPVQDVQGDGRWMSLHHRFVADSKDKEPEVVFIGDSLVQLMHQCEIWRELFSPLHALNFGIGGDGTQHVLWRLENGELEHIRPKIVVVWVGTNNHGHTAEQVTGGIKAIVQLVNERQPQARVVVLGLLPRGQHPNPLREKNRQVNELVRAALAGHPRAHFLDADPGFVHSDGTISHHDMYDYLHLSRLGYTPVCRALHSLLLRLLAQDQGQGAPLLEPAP
# LYPLA1 inh = LYPLA1 inhibitors, primary screen, counter-screen for PME1 inhibitor project, biochemical, fluorescence polarization, FP-Rh probe ABPP. Acyl-protein thioesterase 1 (Homo sapiens), O75608. recombinant LYPLA1. inhibition, % at 5.9 µM. 320,000 compounds, 0.16% hits;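 active means inhibition above the mean of all tested compounds plus 3 SD, set per campaign, cut at about 14% in these data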;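 further: inhibitors block serine hydrolase probe labeling of LYPLA1 so polarization falls; 0% = enzyme with DMSO and 100% = wells lacking LYPLA1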
# Target sequence (O75608 whole entry, looked up): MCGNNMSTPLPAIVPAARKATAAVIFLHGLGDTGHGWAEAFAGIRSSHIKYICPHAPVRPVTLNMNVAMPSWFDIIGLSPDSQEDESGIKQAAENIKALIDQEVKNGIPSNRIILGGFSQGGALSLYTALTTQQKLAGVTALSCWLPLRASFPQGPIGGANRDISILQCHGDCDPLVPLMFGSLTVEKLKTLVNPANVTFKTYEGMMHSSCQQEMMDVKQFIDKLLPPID
# Starred values were filed as active, the others as inactive; . = no result given. Some of the compounds tested; count on the stated rates, not on these rows.
SMILES,PAD4 inh,pPAFAH inh,PME-1 primary,GSTO1 inh,PAFAH1B2 FP inh,PAFAH2 inh,Fam108B inh,PAFAH1B3 FP inh,LYPLA1 inh
COc1ccc(C(=O)C[n+]2ccc(-c3nnc4n3CCCCC4)cc2)cc1,2,-11,-7,-8,1,0,0,-4,-3
CN(C)CCNC(=O)C1CCCNC1=O (centres undefined),-4,-7,1,-9,7,1,-2,8,1
COc1ccccc1NC1=NCC(=O)N1Cc1ccccc1,-6,-1,-12,2,1,-8,-4,1,3
O=C(CCS(=O)(=O)c1cccs1)N1CCN(c2ccc(F)cc2)CC1,-2,4,-1,-1,4,7,0,8,-1
CCOC(=O)C1CCN(C(=O)c2ccccc2N(C)S(C)(=O)=O)CC1,4,-6,0,-4,3,3,-1,3,-5
CC(=O)c1ccc(-n2c(SCC(=O)c3c[nH]c4ccccc34)nc3ccccc3c2=O)cc1,-5,-2,-24,-13,-7,-19,-38,-13,-17
COC(=O)c1cc(-c2ccc(OC)c(OC)c2)n[nH]1,0,-6,-4,0,1,-7,7,10,-2
O=C(Nc1cccnc1)C1=NN(C2CCS(=O)(=O)C2)C(=O)CC1 (centres undefined),9,5,2,4,10,3,-1,8,2
Cc1cc(C)c(S(=O)(=O)Cc2ccccc2)c(=O)[nH]1,2,6,2,3,5,0,3,5,4
O=C(Cn1cnc2ccc(Br)cc2c1=O)c1cccs1,1,4,-1,6,-1,-8,1,7,1
CN(CCc1ccccn1)C(=O)Nc1ccc(F)cc1,2,0,3,8,-1,-2,-4,-1,-1
CC(C)Cn1c(N2CCN(CC(=O)Nc3ccc(Cl)cc3)CC2)nc2ccccc21,0,4,6,-1,-3,1,-1,5,1
c1ccc(Cc2cc[n+](Cc3ccccc3)cc2)cc1,0,5,-6,-3,-3,-2,-3,5,0
CCCCCCCc1c(C)nc(N2CCOCC2)[nH]c1=O,-3,5,3,3,3,-2,-3,-1,1
CCN(C(=O)CSc1nc2ccccc2o1)c1c(N)n(Cc2ccccc2)c(=O)[nH]c1=O,-2,29*,-3,15,-1,-7,5,-1,-5
COc1ccc(Cc2nnc(-c3ccccc3)o2)cc1,-7,9,4,3,8,2,-2,2,-2
Cc1cccc(-c2noc(-c3ccoc3C)n2)c1,-4,3,-3,7,4,-2,-6,7,-6
O=C(NCc1cc([N+](=O)[O-])ccc1O)c1cccnc1Sc1ccccc1Cl,1,3,6,-4,0,39*,2,4,0
CC1(C)Cc2cccc(OCC(=O)N3CCN(c4ccccc4F)CC3)c2O1,-2,2,2,-4,6,-3,-1,0,-2
CC(Oc1ccc(/C=N/NC(=O)Cc2cccc3ccccc23)cc1)C(=O)O (centres undefined),1,2,-2,8,3,-5,1,-3,0
COc1ccc(/C=C2\SC(=O)N(CCc3nnc(N)s3)C2=O)cc1,-2,3,6,-9,-2,-2,-5,-3,-1
Cc1ccc(C(=O)N[C@H](C(=O)N2CCN(c3ccccc3F)CC2)C(C)C)cc1,-1,1,-1,2,5,-11,-1,-6,0
Nc1nnc(SCC(=O)Nc2ccccc2)s1,0,7,-3,-1,0,-3,1,-10,1
CCCCN1C(=O)c2ccc(C(=O)NCCN3C(=O)S/C(=C\c4cccnc4)C3=O)cc2C1=O,-1,8,-1,1,1,-12,1,6,2
COC(=O)Cn1c(=O)c2c(nc(Br)n2CC(=O)OC)n(C)c1=O,1,5,2,13,6,-2,4,2,-2
O=C(CCn1c2c(c3ccccc31)CCCC2)NNC(=O)c1ccccc1C(=O)O,-1,7,10,6,0,-4,4,0,-3
O=C(Nc1ccc2nc3n(c(=O)c2c1)CCCC3)c1ccc(Cl)nc1,0,5,-1,-4,8,3,-1,4,-1
NC(=O)COC(=O)c1ccc(S(=O)(=O)N2CCCCCC2)cc1,0,1,0,9,3,4,-2,-1,2
COc1ccccc1-n1cnnc1SCC(=O)N1CCN(C(=O)c2ccco2)CC1,0,2,0,6,4,1,2,9,-1
CCOC(=O)CC1=C(C(=O)OCC)C(c2ccc(OC)cc2OC)C(C#N)=C(N)O1 (centres undefined),-1,5,0,0,8,8,2,5,3
CCCN1CCc2c(sc(NC(=O)c3ccc(S(=O)(=O)N4CCN(C(=O)OCC)CC4)cc3)c2C(N)=O)C1,-1,7,3,-23,3,-1,5,0,-4
Cc1ccc(OCC(=O)OC2CCCN(C)C2)cc1 (centres undefined),-4,3,-5,4,-1,-5,1,7,-2
CCCOc1cccc(C(=O)NCCNC(=O)c2cnccn2)c1,-4,2,4,-1,5,-8,-3,10,2
CSc1ccc(C(=O)C2CCCN(C(=O)Cc3nonc3C)C2)cc1 (centres undefined),0,3,1,5,-4,1,3,-5,0
Cc1ccsc1/C=N/n1c(-c2ccccc2)n[nH]c1=S,2,4,-3,14,1,3,-1,11,-4
COc1ccccc1N1CCN(C(=S)Nc2ccc(S(=O)(=O)N3CCOCC3)cc2)CC1,-3,-1,-9,-1,7,3,2,5,0
NC(=O)NC(=O)C(Nc1ccc2c(c1)CCC2)c1ccccc1 (centres undefined),0,7,7,-9,2,-4,0,2,0
COc1ccc(C[C@H]2CN3C(=NC[C@@H]3C(C)C)N2CCNC(=O)c2ccc(C)c(Br)c2)cc1,-10,-11,-4,-1,-4,-2,2,3,-1
Cc1ccc(S(N)(=O)=O)cc1NC(=O)c1ccc2c3c(cccc13)CC2,-4,0,0,6,11,9,2,14,-4
Cc1ccc(-c2csc(NNC(=O)c3ccccc3)n2)cc1,-5,8,-7,-7,4,-8,4,9,-3
Cc1ccc(-c2nnn(CC(=O)NCCc3ccc4c(c3)OCO4)n2)cc1,-2,0,5,0,1,0,-3,9,-3
CC(C)C1=NOC(C(=O)N2CCC(N3CCC(C(=O)N4CCOCC4)CC3)CC2)C1 (centres undefined),-1,8,-2,-5,-1,-1,2,-5,5
COc1ccccc1CNC(=O)[C@H](C)NC(=O)C1CCN(C(=O)[C@H](CCSC)NC(=O)OC(C)(C)C)CC1,-2,0,7,-5,7,6,-1,7,1
COc1ccc(CCN=C2SCC(=O)N2C)cc1OC,-1,2,-3,3,7,-1,-1,5,2
CCCN1CCN(S(=O)(=O)c2ccc(-c3cc(C)no3)s2)CC1,1,3,2,-3,1,-6,-2,2,-6
CCC(C)c1ccccc1NC(=O)COC(=O)c1ccc2[nH]c3c(c2c1)CCCC3 (centres undefined),0,38*,19,-5,6,71*,7,8,-6
CCOC(=O)c1nc(Nc2cc(Cl)ccc2OC)c2ccccc2n1,-2,0,-9,-9,2,21,-4,4,-6
O=C(CC1OC(=O)c2ccccc21)Nc1ccc(Cl)c(S(=O)(=O)N2CCCCC2)c1 (centres undefined),1,3,2,4,2,8,-6,7,-4
CCCCNC(=O)C(C)N(CCN(C)C)C(=O)CCCCCN1C(=O)NC(c2ccc(Cl)cc2)C(C(=O)OCc2ccccc2)=C1C (centres undefined),-3,10,.,.,1,3,.,0,.
CN(CC(=O)Nc1cccc(F)c1)C(=O)C1CC(=O)N(CCc2ccccc2)C1 (centres undefined),-2,2,5,-5,-1,0,1,2,1
CC1(C)CC(=O)C(C=Nc2ccc3cn[nH]c3c2)=C(O)C1,1,5,-5,3,-4,0,-1,2,3
COc1ccc(OC)c(NC(=O)c2cc(S(=O)(=O)N3CCCC3)cn2C)c1,-5,-2,6,3,3,6,4,11,1
C/C(=N\NC(=O)CSCc1cccc(Br)c1)c1ccc([N+](=O)[O-])cc1,-5,7,3,-3,5,-15,2,12,-4
CCCCNC(=O)CCNS(=O)(=O)c1ccc(Br)cc1,-1,-2,4,5,10,6,1,4,2
CC(=O)Nc1ccc(NC(=O)[C@@H]2CCCN2S(=O)(=O)c2ccc3c(c2)OCCO3)cc1,-5,-2,-5,4,4,7,-2,-2,-4
Cc1cccc(NC(=O)c2cnn(-c3ccccc3)c2C)c1C,-1,-2,0,3,3,3,-2,5,-3
COC(=O)c1cc(Br)ccc1NC(=O)CCNC(=O)c1ccco1,0,-1,2,-4,2,-9,1,5,-1
CCN(C(=O)c1cc2c(=O)n3ccccc3nc2n1C)C1CCCCC1,2,2,2,7,5,8,3,-1,2
CCCCCCCCN1[C@@H](CC(=O)OCC)c2cc(C(F)(F)F)ccc2S1(=O)=O,2,8,1,6,10,5,2,5,-5
Clc1ccc(CN2C3=NCCCN3c3ccccc32)c(Cl)c1,4,3,1,0,2,-5,2,7,-2

# The list continues.
SMILES,PAD4 inh,pPAFAH inh,PME-1 primary,GSTO1 inh,PAFAH1B2 FP inh,PAFAH2 inh,Fam108B inh,PAFAH1B3 FP inh,LYPLA1 inh
CCOc1cccc(SCc2noc(C(=O)NCC3CCCO3)c2C(=O)O)c1 (centres undefined),-1,1,-2,-5,10,-7,2,10,0
COc1ccc(C2C(C(=O)N3CCC(C(N)=O)CC3)CC(=O)N2c2ccc(OC)cc2)cc1 (centres undefined),-4,-3,-2,-1,-2,-1,1,0,3
CCN(CC)C(=O)Cn1cc(SCC(=O)NC2CCCC2)c2ccccc21,1,2,-2,10,2,8,1,-2,0
O=C(NCCCN1CCOCC1)c1ccccc1N1C(=O)[C@@H]2Cc3c([nH]c4ccccc34)C(c3cccc(Cl)c3)N2C1=O (some centres undefined),2,2,2,2,1,-2,3,17,-2
O=C(O)c1cccc(Cn2cc(Cl)cn2)c1,-5,9,4,-5,3,0,1,11,3
COc1ccc(CCC(=O)NCCc2ccc(OC)c(OC)c2)cc1,3,-2,0,-7,3,2,12,4,-1
Cc1cc(=O)n2ccccc2c1C#N,3,-1,4,6,-4,3,0,-8,-1
Nn1c(COc2ccccc2F)nnc1SCC(=O)NC1CC1,-2,0,1,7,0,6,-2,-1,5
O=C(COC(=O)/C=C/c1ccc(OC(F)F)cc1)NCCN1C(=O)CSC1=O,5,-3,-1,6,0,7,4,0,-6
NS(=O)(=O)c1cccc(NC(=O)COC(=O)CNC(=O)c2ccc(-c3ccccc3)cc2)c1,-7,-8,-7,.,-3,-3,.,0,-13
Cc1ccc(S(=O)(=O)Cc2ccc(C(=O)NCc3ccc4c(c3)OCO4)o2)cc1,-2,13,-5,1,6,2,-1,9,-4
CCCCCCNS(=O)(=O)c1ccc(Cl)s1,-3,15,-3,1,11,8,-6,7,-3
COc1ccc(S(=O)(=O)Nc2nc3ccccc3nc2Nc2ccc3c(c2)OCO3)cc1,-3,8,0,2,.,.,-3,.,0
Cc1c(Br)c(=O)oc2c(C)c(O)ccc12,-2,-7,-4,1,-2,-7,-1,-4,-2
O=C(COC(=O)c1ccc([N+](=O)[O-])s1)NCCc1ccccc1,4,17,6,.,16,34*,.,32*,0
CN(C)c1ccc(-c2noc(C3CCN(S(=O)(=O)c4cccc(C(=O)O)c4)CC3)n2)cc1,-4,4,4,17,3,-4,2,12,4
Cc1cc(C(=O)N2CCN(C/C=C/c3ccccc3)CC2)no1,0,4,2,3,0,-7,3,6,2
